# From PubChem
# D1 potentiator: Potentiators of Human D1 Dopamine Receptor: qHTS | 360,000 compounds, 0.036% hits | potentiation, % at 10 µM | HEK293 TREx D1 cells, calcium flux, dopamine EC20 potentiation | AID 504651, 2011 | D(1A) dopamine receptor (Homo sapiens), P21728; in the data active means potentiation above about 30%; further: 0% is about no effect
# Target sequence (P21728 whole entry, looked up): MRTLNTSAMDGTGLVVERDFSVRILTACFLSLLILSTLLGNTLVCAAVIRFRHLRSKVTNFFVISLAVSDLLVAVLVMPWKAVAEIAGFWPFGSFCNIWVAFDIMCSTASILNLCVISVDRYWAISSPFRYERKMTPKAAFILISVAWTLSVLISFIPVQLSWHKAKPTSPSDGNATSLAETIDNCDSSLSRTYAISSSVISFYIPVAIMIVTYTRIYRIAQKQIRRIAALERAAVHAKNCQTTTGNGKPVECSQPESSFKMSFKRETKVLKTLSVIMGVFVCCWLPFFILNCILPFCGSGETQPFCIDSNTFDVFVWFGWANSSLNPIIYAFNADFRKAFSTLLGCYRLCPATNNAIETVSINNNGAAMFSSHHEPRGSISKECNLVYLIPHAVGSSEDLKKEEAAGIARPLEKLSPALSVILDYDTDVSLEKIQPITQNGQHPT
# D1 antag: Antagonist of Human D 1 Dopamine Receptor: qHTS; D(1A) dopamine receptor (Homo sapiens), P21728; HEK293 TREx D1 cells, calcium flux, dopamine EC80; hits give low values; activity change, negative = inhibition, % at 10 µM; 360,000 compounds, 3.2% hits; AID 504652, 2011; in the data active means activity change below about -30%; further: on the % scale 0 is the no-effect control and ±100 the full control effect
#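 Antagonism measured as reduced calcium response to an EC80 dopamine addition following 180 s compound pre-read; cells were inducible HEK293 Trex D1 plated overnight at 30 C, read kinetically at 1 cycle/sec.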
# D1 agonist: Allosteric Agonists of the Human D1 Dopamine Receptor: qHTS; HEK293 T-REx D1 cells, calcium flux, agonist mode; activation, % at 2 µM; AID 504660, 2011; D(1A) dopamine receptor (Homo sapiens), P21728; 360,000 compounds, 1% hits; in the data active means activation above about 30%; further: 0% is about no effect
#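 Tetracycline-induced HEK293 TREx D1 cells, force-coupled to calcium signalling, were dye-loaded with a no-wash calcium kit. Compound was pin-added after a 10 s baseline. Fluorescence was read kinetically at 1 cycle/s for 180 s, with calcium rises flagged as agonism.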
# D2 antagonist: HTS Assay for Allosteric Antagonists of the Human D2 Dopamine Receptor: Primary Screen for Antagonists | D(2) dopamine receptor (Homo sapiens), P14416 | HEK293 TREx D2 cells, calcium flux, dopamine EC80 | inhibition, % at 10 µM | 340,000 compounds, 2% hits; in the data active means inhibition above about 30%; further: 0% is about no effect
#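 Read-out: kinetic calcium fluorescence (1 cycle/s) in inducible HEK293 T-REx D2 cells after an EC80 dopamine addition that followed 180 s compound preincubation. Loss of the dopamine response indicates antagonism.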
# D2 PAM: HTS Assay for Positive Allosteric Modulators of the Human D2 Dopamine Receptor: Primary Screen for Potentiators; 340,000 compounds, 0.34% hits; AID 485347, 2010; HEK293 T-REx D2, calcium flux, EC20 dopamine potentiation; D(2) dopamine receptor (Homo sapiens), P14416; potentiation, % at 10 µM;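 active means potentiation over 3 SD above the plate norm, cut at about 30% in these data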; further: 0% is about no effect
#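 Tetracycline-induced Hek293 Trex D2 cells, force-coupled to calcium, loaded with no-wash calcium dye. Compound added with 180 s kinetic read for agonism, then EC20 dopamine and a further 180 s read for potentiation.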
# D2 ag: HTS Assay for Allosteric Agonists of the Human D2 Dopamine Receptor: Primary Screen for Agonists | activation, % at 2 µM | 340,000 compounds, 0.53% hits | D(2) dopamine receptor (Homo sapiens), P14416 | HEK293 T-REx D2 cells, calcium flux agonist mode;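 active means activation over 3 SD above normal in the single-dose calcium agonist read, cut at about 30% in these data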; further: 0% is about no effect
#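 Agonism scored from kinetic calcium signal (1 read/sec, 180 s) following compound pin transfer, after a 10 s baseline. Cells: HEK293 Trex line expressing inducible D2 receptor coupled to calcium, dye-loaded after overnight culture at 30 C.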
# TRHR PAM: qHTS for Small Molecule Agonists and Allosteric Enhancers of Human TRH Receptor: Primary Screen for Enhancers. Thyrotropin-releasing hormone receptor (Homo sapiens), P34981. TRHR cells, fluo-8 calcium fluorescence, EC20 TRH enhancement. enhancement, % at 2 µM. 360,000 compounds, 0.66% hits; in the data active means enhancement above about 30%; further: 0% is about no effect
# Target sequence (P34981 whole entry, looked up): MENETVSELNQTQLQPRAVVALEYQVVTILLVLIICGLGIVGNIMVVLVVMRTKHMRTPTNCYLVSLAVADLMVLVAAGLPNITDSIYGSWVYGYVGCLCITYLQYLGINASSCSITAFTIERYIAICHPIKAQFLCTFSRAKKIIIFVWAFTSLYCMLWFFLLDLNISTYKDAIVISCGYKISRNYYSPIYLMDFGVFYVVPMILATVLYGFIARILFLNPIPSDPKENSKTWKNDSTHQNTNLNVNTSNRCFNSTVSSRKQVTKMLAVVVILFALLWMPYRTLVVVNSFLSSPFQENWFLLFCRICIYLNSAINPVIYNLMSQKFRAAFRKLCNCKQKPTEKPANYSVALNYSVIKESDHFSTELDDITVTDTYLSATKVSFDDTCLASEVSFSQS
#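 Enhancer read-out: after compound pinning and an initial kinetic agonist-mode read, an EC20 of TRH (10 nM final) was injected and fluo-8 calcium signal (Ex 480/Em 530) followed at 1 s/cycle for 100 cycles in TRHR-expressing cells.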
# RXFP1 ag: qHTS Assay for Agonists of the Relaxin Receptor RXFP1 | Relaxin receptor 1 (Homo sapiens), Q9HBX9 | HEK293T-RXFP1 cAMP TR-FRET, 30 min; response scale: percent of porcine relaxin response, buffer zero | Potency, µM (highest dose often 57.5 µM), for the others: top-dose activation, hits mostly activators | 370,000 compounds, 0.3% hits | AID 2676, 2010; active means well fitted activation curve with a large enough effect; further: potency means the concentration at half of the fitted maximal effect; on the % scale 0 is the no-effect control and ±100 the full control effect; nearly all actives have a fitted effect of over 60% in size; many of its hits are not listed in these tables
#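 cAMP rise read by TR-FRET after 30 min, 37C compound exposure (up to 58 uM) in RXFP1-transfected HEK293 cells with Ro 20174 present. EC50 from Hill-equation fits, with 29 nM porcine relaxin as 100% and buffer as basal.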
# RXFP1 antag: qHTS Assay for Antagonists of the Relaxin Receptor RXFP1. Relaxin receptor 1 (Homo sapiens), Q9HBX9. HEK293-RXFP1, relaxin-stimulated cAMP HTRF, 30 min; hits give low values. activity change, negative = inhibition, % at 57.5 µM. 350,000 compounds, 0.59% hits. AID 1259400, 2018;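 active means activity change of -60% or lower, but not beyond a set lower limit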; further: on the % scale 0 is the no-effect control and ±100 the full control effect
# * marks the source's active call; other numbers are inactive results; · = not tested or not shown.
SMILES,D1 potentiator,D1 antag,D1 agonist,D2 antagonist,D2 PAM,D2 ag,TRHR PAM,RXFP1 ag,RXFP1 antag
CCC(=NCc1cccnc1)c1c(O)n(-c2ccccc2)c(=O)[nH]c1=O,6,-3,3,6,1,-1.3,0,-6.8%,3
Cc1ccc(N2C(=O)CC(=O)NC2=O)c(C)c1,0,-3,1,-8,0,-0.2,109*,21%,6
CCCCCCN1CCN(c2ccccc2Cl)CC1,-7,-4,1,76*,-28,4.2,0,-0.3%,-28
CC(=NCc1ccco1)c1c(O)n(-c2ccccc2)c(=O)[nH]c1=O,-8,-2,5,-7,14,-0.8,10,1.2%,-1
C=CCn1c(O)c(/C(C)=N/NC(=S)Nc2ccccc2)c(=O)[nH]c1=O,4,10,1,-2,14,-0.1,-2,-4.4%,-14
COc1ccc(OCC(=O)N2CCN(CC3CC4C=CC3C4)CC2)cc1 (stereo unspecified),-1,-11,3,-1,-25,-0.4,0,0.3%,-10
COC(=O)C1=C(c2cccc(C#N)c2)C[C@@H]2CC[C@H]1N2C(=O)NCCCOC(C)C,-3,·,2,2,7,-1.0,1,-0.5%,·
CC(=O)c1ccc(NC2=NCCCS2)cc1,7,-1,0,18,-1,0.9,-7,3.5%,3
O=C(CNC(=O)c1ccccc1)Nc1ccc(Br)cc1C(=O)c1ccccc1,0,14,0,2,3,0.1,-5,0.1%,-17
O=c1[nH]c(=O)n(Cc2ccc(F)cc2)c(O)c1C=NCc1cccnc1,-7,-16,5,13,-5,0.0,-2,16%,19

# Some of the entries so far, with tabs.
Molecule	D1 potentiator	D1 antag	D1 agonist	D2 antagonist	D2 PAM	D2 ag	TRHR PAM	RXFP1 ag	RXFP1 antag
CC(=NCc1ccco1)c1c(O)n(-c2ccccc2)c(=O)[nH]c1=O	-8	-2	5	-7	14	-0.8	10	1.2%	-1
C=CCn1c(O)c(/C(C)=N/NC(=S)Nc2ccccc2)c(=O)[nH]c1=O	4	10	1	-2	14	-0.1	-2	-4.4%	-14

# Carrying on:
SMILES,D1 potentiator,D1 antag,D1 agonist,D2 antagonist,D2 PAM,D2 ag,TRHR PAM,RXFP1 ag,RXFP1 antag
COc1ccc(CNCCc2c(C)[nH]c3ccc(OC(F)(F)F)cc23)c(OC)c1,-2,-55*,99*,-4,-5,4.6,-4,0.4%,-83*
O=c1[nH]c(O)c(Cc2ccc3c(c2)OCO3)c(=O)[nH]1,-1,6,3,3,-6,-0.2,4,2.1%,0
C[C@H]1O[C@@H](O[C@H]2[C@@H](O)C[C@H](O[C@H]3[C@@H](O)C[C@H](O[C@H]4CC[C@@]5(C)[C@H](CC[C@@H]6[C@@H]5CC[C@]5(C)[C@@H](C7=CC(=O)OC7)CC[C@]65O)C4)O[C@@H]3C)O[C@@H]2C)C[C@H](O)[C@@H]1O,-2,5,2,-4,1,2.6,16,3.6%,-34
COC(=O)C1=C(c2ccccc2OCc2ccccc2)C[C@@H]2CC[C@H]1N2C(=O)NCc1cccc(C(F)(F)F)c1,-2,-7,24,11,-4,-0.3,2,1.6%,·
Cc1cccc(OP(=O)(Nc2ccc(F)cc2)Oc2cccc(C)c2)c1,0,·,2,·,·,·,2,0.9%,-20
OC1(c2ccccc2)CCNC2CCCCC21 (stereo unspecified),-4,3,2,10,-2,0.4,-3,0.9%,-6
CCOC(=O)C1CCN(C(C)C(=O)c2c[nH]c3ccccc23)CC1 (stereo unspecified),-4,3,6,7,-11,1.2,3,-1.9%,2
CCN(CC)C(=O)c1ccc(NC(=O)CCn2nc(-c3ccc(C)cc3)c3ccccc3c2=O)cc1,-7,-13,1,·,16,·,17,1.5%,-79*
Cc1ccnc(-n2c(C)cc(C=C3C(=O)N(C)C(=S)N(C)C3=O)c2C)c1,7,1,4,15,6,-0.6,16,4.1%,-1
CC1=CC(=C2C(=O)NC(=S)NC2=O)C=C(C(F)(F)F)N1Cc1ccccc1,-10,30,3,4,-2,0.0,-8,11%,-9
Cc1cccc(OP(N)(=O)Oc2cccc(C)c2)c1,-8,-20,0,0,9,0.0,1,-3.5%,0
CCC(=NCc1ccco1)c1c(O)[nH]c(=O)[nH]c1=O,-8,-7,1,13,4,-0.2,2,1.7%,-6
CN(C)P(=NC(=S)c1cccn1C)(N(C)C)N(C)C,-6,-5,1,-15,-14,0.5,2,-0.1%,22
O=C(N/N=C/c1c(O)n(CCC2=CCCCC2)c(=O)[nH]c1=O)c1ccccc1,0,9,2,-19,-2,0.1,2,0.0%,-2
COc1cc2c(cc1OC)-c1c(OC)c(OC)c(OC)c3ccnc(c13)C2=O,-3,34,-1,·,·,·,1,8.1%,·
Cc1ccc(-n2c(C)nc3cc(Cl)ccc3c2=O)nc1,-6,-4,1,8,-3,0.8,8,-1.6%,5
CCCc1c(C)nc(-c2ccc(C)cc2)nc1OC(=O)N(C)C,8,-7,1,1,1,0.2,6,-5.7%,-2
CCc1nn(CC(=O)N2CCC3(CC2)OCCO3)c(=O)c2cc3ccccc3n12,-6,-1,3,-5,-12,32*,1,22%,4
C=CCn1c(O)c(C(C)=NCCCN2CCOCC2)c(=O)[nH]c1=O,7,-7,1,-4,4,-1.2,2,-0.4%,-3
C=CCN1C(=O)/C(=C/c2cccs2)C(=O)NC1=S,-5,-8,0,-2,13,-1.9,3,-1.7%,19
N#Cc1ccccc1NC(=O)CN1CC=C(c2ccccc2)CC1,-2,1,1,16,-19,10,0,2.5%,-11
CNC(=O)Nc1ccc(C(O)(C(=O)OC)C(F)(F)F)cc1 (stereo unspecified),7,4,0,10,3,0.5,6,4.5%,-6
Cc1ccc(-n2c(O)c(C=Nc3ccc(Br)cn3)c(=O)[nH]c2=O)cc1,-3,8,0,8,-7,-1.3,3,-0.6%,-10
O=C(COc1ccc2ccccc2c1)N1CCN(Cc2ccncc2)CC1,6,-9,0,-8,11,-2.0,2,0.4%,-1
CCC(C)N1CCN(C(=O)COc2ccc3ccccc3c2)CC1 (stereo unspecified),0,-23,-2,-2,21,0.0,-2,6.3%,-14
CCCn1c(C(=O)c2ccc(OC)cc2)nc2ccccc21,-4,-1,2,12,7,0.5,-8,1.3%,13
O=C(Cc1ccccc1)OCCN1CCCCC1,-4,-18,0,·,·,·,-1,1.3%,-3
COc1ccc(NC(=O)c2cccn(Cc3ccc(Cl)cc3)c2=O)c(OC)c1,0,-40*,2,·,·,0.8,-2,0.7%,·
Cc1cccc(OCC(=O)N2CCN(CCc3ccccn3)CC2)c1,-1,0,-1,·,3,-0.1,7,3.5%,-4
O=C(c1ccc(Br)cc1)C12CN3CN(CN(C3)C1)C2,-4,-2,1,-14,·,1.2,-3,5.4%,1
COc1ccc(NC2=NC(C)(C)CS2)cc1,-4,12,2,6,-7,0.8,-2,1.4%,2
O=C1NC(=O)N(c2ccc3c(c2)OCO3)C(=O)/C1=C/c1ccc(N2CCCC2)o1,-7,4,33*,·,·,·,-7,-1.9%,-3
CCOc1ccc(Cl)cc1CNCCc1ccccc1F,0,-17,21,-3,-16,-1.7,4,3.5%,-1
CCN1CCN(C(=O)Cc2ccc(C)cc2)CC1,-1,-4,4,3,3,-0.3,3,0.9%,-6
Nc1ccc(S(=O)(=O)N2CC3CC(C2)c2cccc(=O)n2C3)cc1 (stereo unspecified),-3,-3,1,10,17,-0.4,-17,2.0%,·
CCC(=O)CC(c1ccccc1)c1c(O)c2ccccc2sc1=O (stereo unspecified),2,4,2,0,8,-1.5,-1,7.1%,28
CC(c1ccccc1)n1cncc1C(=O)O (stereo unspecified),-5,14,-2,-20,7,0.6,-1,1.6%,6
CC1NCCC2(O)CCCCC12 (stereo unspecified),5,-7,0,·,·,·,-1,-2.2%,-1
CCN(CC)N=O,-6,·,1,-1,3,0.9,2,-0.6%,·
CC1CN(C(=O)CCC(=O)N2CCC3(CC2)OCCO3)c2cc(Cl)ccc2O1 (stereo unspecified),-7,3,2,6,9,-0.8,-2,-2.5%,5
CCCOC(=O)c1ccccc1C(=O)OCCC,1,·,-4,-5,7,-0.5,-2,1.0%,·
CCNC(=O)NC(=O)C(C)OC(=O)c1c(C)nn(Cc2ccccc2Cl)c1Cl (stereo unspecified),-3,-35*,5,5,-5,-1.2,-3,-0.9%,-14
COc1ccc(C(=O)N2C[C@H]3C[C@@H](C2)c2cccc(=O)n2C3)cc1OC,3,8,2,2,6,0.6,17,1.7%,·
O=C(Nc1nc(-c2ccccc2)c(-c2ccccc2)s1)c1ccc(S(=O)(=O)N(CCCl)CCCl)cc1,-2,4,3,5,0,1.2,0,5.0%,-12
O=C(O)Cn1cc(C(=O)c2ccccc2)c2ccccc21,2,-4,1,-17,5,-0.1,-3,0.0%,-9
O=[N+]([O-])c1ccc(N2CCNCC2)cc1NCC1CCCO1 (stereo unspecified),3,-8,3,-29,15,0.1,28,4.2%,-6
Cc1nn(Cc2c(Cl)cccc2Cl)c(Cl)c1C(=O)O,-2,-1,2,-16,6,0.0,3,2.4%,-4

# Compound profiles, as listed above. Screens in order: D1 potentiator, D1 antag, D1 agonist, D2 antagonist, D2 PAM, D2 ag, TRHR PAM, RXFP1 ag, RXFP1 antag
# Cc1nn(Cc2c(Cl)cccc2Cl)c(Cl)c1C(=O)O reads -2, -1, 2, -16, 6, 0.0, 3, 2.4%, -4
# O=C(Nc1nc(-c2ccccc2)c(-c2ccccc2)s1)c1ccc(S(=O)(=O)N(CCCl)CCCl)cc1 reads -2, 4, 3, 5, 0, 1.2, 0, 5.0%, -12
# COc1ccc(C(=O)N2C[C@H]3C[C@@H](C2)c2cccc(=O)n2C3)cc1OC reads 3, 8, 2, 2, 6, 0.6, 17, 1.7%, ·
# O=[N+]([O-])c1ccc(N2CCNCC2)cc1NCC1CCCO1 (stereo unspecified) reads 3, -8, 3, -29, 15, 0.1, 28, 4.2%, -6
# O=C(O)Cn1cc(C(=O)c2ccccc2)c2ccccc21 reads 2, -4, 1, -17, 5, -0.1, -3, 0.0%, -9

# This is a subset; rates above refer to the full screens.
